APE1 inh: inhibitors of human APE1 endonuclease | P27695 | recombinant APE1, TAMRA/BHQ-2 abasic DNA cleavage fluorescence | Potency, µM (titrated, usually from 65.8 µM), inactives show at the top dose activity change, negative = inhibition, usual class: inhibitors | 0.35% of 350,000 active | AID 2517;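 further: potency means the concentration at half of the fitted maximal effect; plate controls were vehicle for no effect and reference inhibitor for full effect; nearly all actives have a fitted effect of over 55% in size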
Target sequence (P27695 whole entry, looked up): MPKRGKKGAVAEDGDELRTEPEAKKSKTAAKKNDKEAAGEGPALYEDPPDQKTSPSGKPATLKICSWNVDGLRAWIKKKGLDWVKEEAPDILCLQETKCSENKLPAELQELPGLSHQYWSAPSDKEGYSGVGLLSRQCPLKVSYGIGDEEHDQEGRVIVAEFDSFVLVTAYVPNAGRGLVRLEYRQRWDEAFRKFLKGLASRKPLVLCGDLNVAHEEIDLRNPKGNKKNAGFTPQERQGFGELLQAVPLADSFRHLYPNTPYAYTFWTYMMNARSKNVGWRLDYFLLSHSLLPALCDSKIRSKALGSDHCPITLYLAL
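Readout is kinetic fluorescence (ex 525, em 598 nm) from cleavage of 50 nM TAMRA/BHQ-2 THF abasic duplex by 0.75 nM APE1, compound added 15 min beforehand at RT.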
ALOX12 inh: inhibitors of human 12S-lipoxygenase ALOX12; 1.1% of 580,000 active; Potency, µM (doses to about 108 µM), without a hit: at the highest dose activity change, negative = inhibition, usual class: inhibitors; purified 12hLO, xylenol orange hydroperoxide absorbance; further: potency means the concentration at half of the fitted maximal effect; on the % scale 0 is the no-effect control and ±100 the full control effect
Target sequence (P18054 whole entry, looked up): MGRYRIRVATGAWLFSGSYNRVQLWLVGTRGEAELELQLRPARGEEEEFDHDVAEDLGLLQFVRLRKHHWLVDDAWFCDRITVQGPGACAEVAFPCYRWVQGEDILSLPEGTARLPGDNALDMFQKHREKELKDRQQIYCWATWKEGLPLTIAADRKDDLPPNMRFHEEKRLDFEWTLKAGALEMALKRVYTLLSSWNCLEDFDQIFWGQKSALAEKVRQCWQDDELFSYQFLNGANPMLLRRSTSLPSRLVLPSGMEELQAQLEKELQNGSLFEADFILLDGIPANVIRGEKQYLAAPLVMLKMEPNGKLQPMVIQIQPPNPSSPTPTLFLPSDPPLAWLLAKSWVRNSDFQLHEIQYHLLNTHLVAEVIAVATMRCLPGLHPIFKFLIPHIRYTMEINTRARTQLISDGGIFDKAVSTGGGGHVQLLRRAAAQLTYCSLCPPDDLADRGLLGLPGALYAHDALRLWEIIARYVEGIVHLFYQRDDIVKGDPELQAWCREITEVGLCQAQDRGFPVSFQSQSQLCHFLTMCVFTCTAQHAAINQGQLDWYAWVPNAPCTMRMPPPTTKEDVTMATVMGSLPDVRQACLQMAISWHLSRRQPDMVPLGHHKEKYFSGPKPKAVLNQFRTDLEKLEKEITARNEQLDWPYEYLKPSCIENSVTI
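Hydroperoxide product was detected by ferrous iron/xylenol orange as the 573 to 405 nm absorbance ratio. Arachidonic acid at 40 uM (final) was turned over for 30 min at room temperature by 150 nM human 12hLO, pH 7.0 Hepes buffer, after 15 min compound preincubation.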
Pol eta inh: inhibitors of human DNA polymerase eta | recombinant Pol eta, fluorescent DNA replication assay | Q9Y253 | Potency, µM (titrated, usually from 114 µM), for the others: at the top dose activity change, negative = inhibition, actives largely listed as inhibitors | 1.2% of 390,000 active; further: potency means the concentration at half of the fitted maximal effect; on the % scale 0 is the no-effect control and ±100 the full control effect
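Fluorescent replication assay: 50 nM final substrate added after a 15 min room-temperature compound preincubation with 10 nM enzyme. Signal taken at 0 min and again at 10 min.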
POLK inh: blocks human DNA polymerase kappa activity. purified Pol kappa, fluorescent DNA synthesis assay, 10 min. Q9UBT6. 0.53% of 400,000 active. Potency, µM (highest dose often 107 µM), inactives show at the top dose activity, negative = inhibition, hits mostly inhibitors; further: potency means the concentration at half of the fitted maximal effect; on the % scale 0 is the no-effect control and ±100 the full control effect
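Kinetic fluorescence readout at 0 and 10 min followed reaction start with substrate at 50 nM final. Beforehand, enzyme (10 nM Pol kappa) stood 15 min with compound at room temperature; buffer-only wells were negative controls.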
Apoferritin bind: candidate novel general anesthetic via apoferritin binding. apoferritin/1-aminoanthracene competitive binding, fluorescence. Potency, µM (series often up to 77.5 µM), for the others: at the highest dose activity change, negative = displacement, actives largely listed as inhibitors. 0.074% of 350,000 active; further: potency means the concentration at half of the fitted maximal effect; on the % scale 0 is the no-effect control and ±100 the full control effect; nearly all actives have a fitted effect of over 20% in size
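Read-out: endpoint 1-AMA fluorescence, excitation 380 nm and emission 535 nm, after compounds sit 10 min at room temperature with 10 uM horse-spleen apoferritin in 50% saturated 1-AMA/PBS. Values come from four-parameter Hill fits.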
ERG-DNA inh: blocks human ERG Ets domain binding to DNA. P11308. fluorescence polarization, His-ERG Ets domain / labelled DNA. Potency, µM (highest dose often 76.9 µM), for inactives: top-dose FP activity, negative = inhibition, hits mostly inhibitors. 0.028% of 370,000 active; active means well fitted inhibition curve with a large enough effect in the polarisation, with a control signal flat; inconclusive means small, poorly fitted or top-dose-only effect, or effect the other way, or a change in a side signal; inactive means no such curve, though single readings can be large or run the other way; the % refers to the polarisation;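 further: polarization taken with two DNA probes labelled with fluorescein and Texas red; potency means the concentration at half of the fitted maximal effect; % of control where 0% means no effect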
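His-tagged ERG Ets domain (1 uM in the protein solution; 300mM KCl, 50mM Tris-HCl, 1mM EDTA, 1mM DTT, pH 7.5) received compound, then a probe mix of 5 nM fluorescein-DNA and 100nM Texas-615-DNA. Fluorescence polarization was read for both dyes.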
LDHA block: blocks human lactate dehydrogenase A; AID 1347041; purified LDHA, NADH/diaphorase-resazurin fluorescence; hits give low values; 0.15% of 480,000 active; activity change, % (values are at about 110 or 230 µM); in the data active means activity change below about -30%; inconclusive means mostly about -25% to -30%;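 further: plate controls were DMSO wells for no effect and wells without enzyme for full effect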
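Resorufin fluorescence (ex540/em590), read at 0 and 20 min after diaphorase/resazurin addition, reports the NADH left after a 5 min room-temperature reaction of 2 nM human LDH5 with 0.06 mM NADH and 0.2 mM pyruvate.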
Pol beta inh: inhibitors of human DNA polymerase beta; 1.3% of 340,000 active; P06746; Pol beta primer extension/strand displacement, fluorescence kinetic; Potency, µM (titrated, usually from 114 µM), inactives show at the highest dose activity change, negative = inhibition, hits mostly inhibitors; further: potency means the concentration at half of the fitted maximal effect; on the % scale 0 is the no-effect control and ±100 the full control effect
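Kinetic readout of DNA synthesis with strand displacement by Pol beta. Compound and 10 nM enzyme sit 15 min at room temperature; 50 nM substrate starts the reaction, read immediately and at 10 min.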
RGS4 inhibitor: human RGS4 inhibition. P49798. Transcreener GDP fluorescence polarization, RGS4-accelerated GTP hydrolysis. Potency, µM (top dose mostly 114 µM), without a hit: at the top dose activity change, negative = inhibition, most hits filed as inhibitors. 0.039% of 390,000 active. AID 504845; further: potency means the concentration at half of the fitted maximal effect; on the % scale 0 is the no-effect control and ±100 the full control effect; nearly all actives have a fitted effect of over 75% in size; some results filed as inactive show a strong effect at the top dose
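MLSMR compounds (23 nl, pin-transferred) preincubated 10 min at room temperature with a 500nM (2x) first reagent, then RGS4 at 900nM (2x) plus Transcreener GDP mix added; fluorescence polarization (620/688 nm) read before and after 90 min at 30 °C.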
* = called active by the depositor; ? = inconclusive; . = not tested or not shown; [ ] = another dose, or the depositor's remark. Unless noted, the call rests on the fitted dose curve; in most records, active means well fitted curve in the direction sought with a large enough effect; inconclusive means small, poorly fitted or top-dose-only effect, or another doubt; inactive means no such curve, though single readings can be large; an effect the other way counts as inactive or inconclusive.

No.	APE1 inh	ALOX12 inh	Pol eta inh	POLK inh	Apoferritin bind	ERG-DNA inh	LDHA block	Pol beta inh	RGS4 inhibitor	compound
1	17%	1%	-18%	9%	-10%	-1%	0	8%	13%[11.4 µM]	Cc1ccccc1C(=O)c1cccn1CC(=O)NCCCN1CCCCC1
2	-2%	20%	-9%	-4%	-9%	-3%	-1	10%	9%	CCC(C)N1C(=O)CCC1C(=O)N1CCN(c2ccccc2F)CC1 (centres undefined)
3	-2%	16%	-6%	-1%	-7%	?	-5	-11%	?	O=C(O)CNC(=O)CC1S/C(=N/N=C/c2ccccc2O)NC1=O (centres undefined)
4	.	0%	-17%	-5%[60.1 µM]	0%	7%	-4	-2%	21%	CC1=C(C(=O)Nc2ccccc2C)C(c2ccco2)n2ncnc2N1 (centres undefined)
5	49%[activator]	?	-5%	-20%	.	8%	-4	.	-18%	CC(C)c1ccc(NC(=O)CSc2nc(=O)n(CCCN3CCOCC3)c3c2CCC3)cc1
6	1%	?	-12%	1%	-11%	-3%	2	?	?	O=[N+]([O-])c1ccc(-c2csc3[n+]2CCS3)cc1
7	-1%	?	6%	-11%	-1%	-5%	-5	-1%	-17%	CCc1cc2cc3c(cc2nc1SCC(=O)Nc1cc(C)on1)OCO3
8	3%	?	0%	-9%	5%	12%	-5	15%	15%	CC1(C)S[C@@H]2[C@H](NC(=O)C(NC(=O)N3CCNC3=O)c3ccccc3)C(=O)N2[C@H]1C(=O)O (some centres undefined)
9	.	-2%	.	-22%	4%	6%	-2	2%	18%	COc1ccc(C2=NC3(CCCCCC3)N(CC(=O)Nc3cccc(Cl)c3)C2=O)cc1
10	5%	-8%	-10%	-6%	-11%	1%	-3	6%	-11%	COc1ccc(N2C(=O)CSC2c2ccc3c(c2)OCO3)c(OC)c1 (centres undefined)
11	5%	-2%	-14%	-9%	2%	-9%	-6	59%	7%	Cc1ccc(N2C(=O)CC(C)CC2=O)cc1
12	11%	4%	-11%	5%	.	0%	2	.	9%	CCOC(=O)C1=CNS(=O)(=O)NC1c1ccc(C(=O)OC)cc1 (centres undefined)
13	-9%	0%	-16%	0%	9%	-1%	8	20%	25%	COC(=O)C1=CN(c2cc(C)cc(C)c2)C=C(C(=O)OC)C1c1ccc(OC)c(O)c1
14	10%	-9%	-12%	-10%	?	.	2	9%	-5%	O=C(c1ccc(F)cc1)N1CCN(c2ccc([N+](=O)[O-])c(N3CCCCC3)c2)CC1
15	-3%	0%	-2%	-14%	-2%	0%	-8	-2%	18%	Cc1cc(NS(=O)(=O)c2ccc(NC(=O)c3ccc([N+](=O)[O-])c(Cl)c3)cc2)no1
16	.	-7%	6%	-6%[60.1 µM]	-3%	6%	-2	-11%	20%	NC(=O)C1CCN(C(=O)c2ccc3c(c2)N(Cc2cccc(Cl)c2)C(=O)c2ccccc2S3(=O)=O)CC1
17	1%	-11%	-3%	-15%	11%	12%	-2	34%	18%	CCOC(=O)c1nn(-c2ccccc2)c2nnc(Cc3ccccc3)c(=O)n12
18	61%[activator]	?	-29%	-8%	-19%	-8%	-7	14%	-35%	CC(C)(C)c1ccc(-c2n[nH]c(=S)n2Cc2ccccc2)cc1
19	10%	.	?	-26%	3%	.	-2	?	-12%	Cc1csc(NC(=O)c2sc3nc(-c4cccs4)ccc3c2N)n1
20	.	?	-20%	-8%	.	-7%[15.4 µM]	4	.	-27%	CCOc1cc(/C=C(\CC(=O)O)c2nc3ccccc3s2)ccc1OCC(=O)Nc1cccc(C(F)(F)F)c1
21	17%	-13%	-4%	-2%	2%	4%	6	23%	16%	Cc1nc(-c2cn[nH]c2-c2ccc(O)cc2O)cs1
22	-4%	?	-14%	-12%	-16%	3%	-18	23%	34%	CC(NCc1cc(Br)ccc1OCC(=O)NCc1ccccc1)c1ccccc1 (centres undefined)
23	4%	10%[57.4 µM]	-4%	5%	-5%	3%	1	6%	14%	CCOc1ccc2nc(N3CCC(C(=O)N4CCN(C5CCCCC5)CC4)CC3)sc2c1
24	.	0%	-21%	0%	-6%	0%	-7	4%	17%	CCC(C)NC(=O)c1ccc2c(c1)N=C(C)c1cc(C)ccc1S2 (centres undefined)
25	.	11%	-3%	-4%	.	8%	-6	.	-18%	CN(C)C(CNC(=O)c1cccc(S(=O)(=O)Nc2ccccc2Cl)c1)c1ccccc1 (centres undefined)
26	-16%	?	-5%	?	-8%	-5%	-10	-19%	6%[56.9 µM]	CN(C)c1ccc(/C=C2\C(=N)N3N=C(CC(=O)N4CCCC4)SC3=NC2=O)cc1Br
27	23%	-13%	-17%	-3%	.	1%	5	.	-16%	O=C(CCC(=O)c1cccs1)NCc1cccc(C(F)(F)F)c1
28	.	10%	-22%	16%	.	3%	-2	.	14%	COC1OC2COC(c3ccccc3)OC2C(O)C1NC(C)=O (centres undefined)
29	4%	?	8.9µM*	50µM*	325%[activator]	7%	11	10µM*	?	CC(C)N(C(=O)Nc1ccc2nsnc2c1)C(C)C
30	-2%	0%	-11%	-5%	?	-6%	-9	3%	-17%	Cc1ccccc1C(=O)N1CCN(c2ccc([N+](=O)[O-])c(N3CCOCC3)c2)CC1
31	.	-22%	-16%	0%	2%	-1%	2	0%	1%	CCOc1ccccc1-c1nnc(SCc2ccc(Cl)cc2)o1
32	-2%	-19%	7%	-3%	6%	2%	-2	22%	-1%	CN(c1cccc(NC(=O)COc2ccc(Cl)cc2Cl)c1)S(C)(=O)=O
33	5%	6%	?	-15%	-5%	35%[activator]	-6	?	1%	O=C(N/N=C/c1ccc([N+](=O)[O-])o1)c1cn2ccc3ccccc3c2n1
34	-13%	4%	10%	-4%	-10%	-8%	-9	1%	0%[11.4 µM]	CC(Oc1ccccc1)C(=O)Nc1nnc(S(=O)(=O)N2CCCCC2)s1 (centres undefined)
35	3%	?	-5%	-2%	?	-10%	-5	7%	3%	N#C/C(=C\c1c(F)cccc1Cl)C(=O)NC1CC1
36	1%	5%	2%	-7%	-3%	-5%	-7	4%	20%	CCOC(=O)N1CCN(C(=O)/C=C/c2ccc([N+](=O)[O-])cc2)CC1

Whole records, looked up by structure:
Entry for CCC(C)N1C(=O)CCC1C(=O)N1CCN(c2ccccc2F)CC1 (centres undefined) → APE1 inh: -2%; ALOX12 inh: 20%; Pol eta inh: -9%; POLK inh: -4%; Apoferritin bind: -9%; ERG-DNA inh: -3%; LDHA block: -1; Pol beta inh: 10%; RGS4 inhibitor: 9%
Entry for CCOC(=O)c1nn(-c2ccccc2)c2nnc(Cc3ccccc3)c(=O)n12 → APE1 inh: 1%; ALOX12 inh: -11%; Pol eta inh: -3%; POLK inh: -15%; Apoferritin bind: 11%; ERG-DNA inh: 12%; LDHA block: -2; Pol beta inh: 34%; RGS4 inhibitor: 18%

(further entries)
No.	APE1 inh	ALOX12 inh	Pol eta inh	POLK inh	Apoferritin bind	ERG-DNA inh	LDHA block	Pol beta inh	RGS4 inhibitor	compound
37	2%	0%	-14%	1%	-8%	-3%	-2	17%	-16%	CCOc1ccc(N(CC(=O)NCC(C)C)S(C)(=O)=O)cc1
38	.	8%	-16%	-16%	.	5%	1	.	0%	NC(=O)c1ncn([C@@H]2O[C@H](CNCc3c(OCc4ccccc4F)ccc4ccccc34)[C@@H](O)[C@H]2O)n1
39	2%	-5%	-10%	-5%	-3%	6%	-2	42%	11%	Cc1ccc(C)c(S(=O)(=O)Nc2ccc(C(=O)NCCCN3CCCC3=O)cc2)c1
40	16%	.	-4%	-11%	2%	0%	-12	2%	-21%	COc1ccc(C(=O)Nc2cccnc2)cc1C(=O)Nc1cccnc1
41	0%	?	-14%	0%	-18%	1%	4	?	-25%	Cc1cc(C)c(S(=O)(=O)Nc2ccc(O)cc2)c(C)c1
42	.	-17%	.	-16%	-9%	-3%	-5	11%	-4%	COc1cccc(NC(=O)CSc2nc(C)c(Cc3ccccc3)c(=O)[nH]2)c1
43	39%	-1%	-15%	-2%	.	3%	0	.	-23%	COc1ccc(N2CCN(C(=O)COC(=O)CCOc3ccc(C(C)(C)C)cc3)CC2)cc1
44	-3%	-4%	-15%	1%	-7%	-5%	-7	-19%	11%	COc1ccc(C(=O)C2CCCN(C(=O)c3cccnc3SC)C2)c(C)c1 (centres undefined)

Structures listed above printed as active in Pol eta inh.
No.	APE1 inh	ALOX12 inh	Pol eta inh	POLK inh	Apoferritin bind	ERG-DNA inh	LDHA block	Pol beta inh	RGS4 inhibitor	compound
29	4%	?	8.9µM*	50µM*	325%[activator]	7%	11	10µM*	?	CC(C)N(C(=O)Nc1ccc2nsnc2c1)C(C)C

Reformatted with one line to a screen: entries from further up.
#9 COc1ccc(C2=NC3(CCCCCC3)N(CC(=O)Nc3cccc(Cl)c3)C2=O)cc1
#5 CC(C)c1ccc(NC(=O)CSc2nc(=O)n(CCCN3CCOCC3)c3c2CCC3)cc1
#17 CCOC(=O)c1nn(-c2ccccc2)c2nnc(Cc3ccccc3)c(=O)n12
#43 COc1ccc(N2CCN(C(=O)COC(=O)CCOc3ccc(C(C)(C)C)cc3)CC2)cc1
#10 COc1ccc(N2C(=O)CSC2c2ccc3c(c2)OCO3)c(OC)c1 (centres undefined)

Assay by compound | 9 | 5 | 17 | 43 | 10
APE1 inh | . | 49%[activator] | 1% | 39% | 5%
ALOX12 inh | -2% | ? | -11% | -1% | -8%
Pol eta inh | . | -5% | -3% | -15% | -10%
POLK inh | -22% | -20% | -15% | -2% | -6%
Apoferritin bind | 4% | . | 11% | . | -11%
ERG-DNA inh | 6% | 8% | 12% | 3% | 1%
LDHA block | -2 | -4 | -2 | 0 | -3
Pol beta inh | 2% | . | 34% | . | 6%
RGS4 inhibitor | 18% | -18% | 18% | -23% | -11%

Not all compounds are listed; rates above refer to the full screens.
